SK-BR-3 tox 24h – SK-BR-3 proliferation inhibitors, primary screen, cell-based, human, 24 h; SK-BR-3 viability, CellTiter-Glo ATP luminescence; stronger effect = lower value; viability, % at 10 µM; 41,000 tested, 0.47% active; AID 847, 2007;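 active = viability at or below the median of all test compounds minus 3 SD, in both replicates if run twice, cut at about 45% in these data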;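 note: 100% = median untreated cell wells and 0% = median positive control drug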
* = called active by the depositor. This is a subset; rates above refer to the full screens.

SMILES	SK-BR-3 tox 24h
COc1ccc(CCn2c(N)c(S(=O)(=O)c3cccs3)c3nc4ccccc4nc32)cc1OC	84
COc1ccc2c(c1OC)C(=O)N1c3ccccc3C(=O)N(c3ccccc3F)C21 (stereo not given)	72
O=C(CSc1nnc(-c2ccc(F)cc2)o1)Nc1ccc(S(=O)(=O)N2CCCC2)cc1	74
C=CCNC(=O)CC(C)C(CCCCC)C(=O)O (stereo not given)	75
COc1ccccc1-c1cc(C(=O)NCc2ccccc2)no1	78
Cc1ccc(-n2c(SCC(=O)NCC3CCCO3)nc3c(c2=O)SCC3)cc1 (stereo not given)	87
Cc1cccc(-c2cc3nc4c(c(N5CCOCC5)n3n2)CCCC4)c1	97
CCOC(=O)CC(=O)CSCC(=O)Nc1ccc(C)cc1	116
Cc1ccc(OCCCCn2ccnc2)c(Cl)c1	93
CN1CCN(c2ccccc2NC(=O)c2ccc(Br)o2)CC1	83
COc1ccc2c(c1OC)C(=O)N(c1cccc(C(F)(F)F)c1)C2	98
O=C(CN(C(=O)CCC(=O)Nc1nccs1)c1ccc(F)cc1)NCc1ccco1	96
COc1ccccc1-c1nnc(NC(=O)C(C)C)s1	119
O=C(Cn1cnc2ccccc2c1=O)N(Cc1ccco1)c1ccc(O)cc1	77
CCOC(=O)c1c(C)n(C)c2ccc(OC)c(NC(=O)c3cccs3)c12	79

In the list so far, 2 have a thiophene ring, fused or not:
SMILES	SK-BR-3 tox 24h
COc1ccc(CCn2c(N)c(S(=O)(=O)c3cccs3)c3nc4ccccc4nc32)cc1OC	84
CCOC(=O)c1c(C)n(C)c2ccc(OC)c(NC(=O)c3cccs3)c12	79

Next entries
SMILES	SK-BR-3 tox 24h
COCc1[nH]nc2c1C1(C(=O)Nc3ccc(F)cc31)C(C#N)=C(N)O2 (stereo not given)	91
CCOC(=O)c1ccc(NS(=O)(=O)c2cccc3nsnc23)cc1	97
Cc1ccc(S(=O)(=O)NCC(=O)N(CC(=O)NC2CCCCC2)Cc2ccco2)cc1	93
COc1ccccc1NC(=O)CSc1nnc(C)n1Cc1ccccc1	113
COC(=O)C(NC(C)=O)(Nc1ccc(Br)cc1)C(=O)OC	102
CC(=O)Nc1nc(-c2ccccc2)nc(C)c1C(C)=O	102
NCCc1cnc[nH]1	98
Cn1c(=O)c2c(nc(SCCN3CCCCC3)n2Cc2ccccc2)n(C)c1=O	87
O=C(NCC1COc2ccccc2O1)c1cn(Cc2ccc(F)cc2)nn1 (stereo not given)	93
CCCN1c2cccc3cccc(c23)S1(=O)=O	94
O=C(CSc1nnc(Cc2cccs2)n1Cc1ccco1)Nc1ccc(Br)cc1	78
CCOC(=O)NC(=O)CSc1nnc(C)s1	90
Cn1nnnc1SCCNS(=O)(=O)c1ccccc1	97
N#Cc1c(N)oc(-c2ccccc2)c1-c1ccccc1	88
Cc1ccc(C)c(SCC(=O)OCC(=O)Nc2ccc(S(=O)(=O)N3CCOCC3)cc2)c1	84

Part of the list above in order of number of heavy atoms, lowest first:
SMILES	SK-BR-3 tox 24h
NCCc1cnc[nH]1	98
CCOC(=O)NC(=O)CSc1nnc(C)s1	90
CCCN1c2cccc3cccc(c23)S1(=O)=O	94
Cc1ccc(OCCCCn2ccnc2)c(Cl)c1	93
Cn1nnnc1SCCNS(=O)(=O)c1ccccc1	97
CC(=O)Nc1nc(-c2ccccc2)nc(C)c1C(C)=O	102
COC(=O)C(NC(C)=O)(Nc1ccc(Br)cc1)C(=O)OC	102
CN1CCN(c2ccccc2NC(=O)c2ccc(Br)o2)CC1	83
COc1ccc2c(c1OC)C(=O)N(c1cccc(C(F)(F)F)c1)C2	98
COCc1[nH]nc2c1C1(C(=O)Nc3ccc(F)cc31)C(C#N)=C(N)O2 (stereo not given)	91
CCOC(=O)c1c(C)n(C)c2ccc(OC)c(NC(=O)c3cccs3)c12	79
O=C(NCC1COc2ccccc2O1)c1cn(Cc2ccc(F)cc2)nn1 (stereo not given)	93
O=C(Cn1cnc2ccccc2c1=O)N(Cc1ccco1)c1ccc(O)cc1	77
O=C(CSc1nnc(Cc2cccs2)n1Cc1ccco1)Nc1ccc(Br)cc1	78
O=C(CN(C(=O)CCC(=O)Nc1nccs1)c1ccc(F)cc1)NCc1ccco1	96
Cc1ccc(S(=O)(=O)NCC(=O)N(CC(=O)NC2CCCCC2)Cc2ccco2)cc1	93
Cc1ccc(C)c(SCC(=O)OCC(=O)Nc2ccc(S(=O)(=O)N3CCOCC3)cc2)c1	84

Additional entries.
SMILES	SK-BR-3 tox 24h
CCC(C)(C)NC(=O)C(c1ccccc1F)N(Cc1ccco1)C(=O)c1csnn1 (stereo not given)	76
COC(=O)C1=C(CSc2nnnn2C)NC(=O)NC1c1cc(C)ccc1C (stereo not given)	93
COc1ccc(C(=O)NC2CC3CCCC(C2)N3CC(C)C)cc1OC (stereo not given)	84
CCOC(=O)c1c(N)sc(C(=O)N2CCOCC2)c1C	106
CC(=O)c1ccc(NC(=O)c2noc3c2CCCCC3)cc1	76
CCn1c(SCC(=O)Nc2ccccc2C(=O)OC)nnc1-c1ccc(N)cc1	84
CCn1c(C)c(C(C)=O)c(N2CCC(C(N)=O)CC2)nc1=S	102
CC(C)n1c(N2CCN(CC(=O)NCc3cccs3)CC2)nc2ccccc21	87
Clc1cccc2sc(N3CCCCC3)nc12	72
COCCCn1c(=NC(=O)c2ccc3c(c2)OCO3)c(C#N)cc2c(=O)n3cccc(C)c3nc21	65
C=CCc1c(C)c(C#N)c2nc3ccccc3n2c1NCCN(C)C	100
COc1cccc(C2C(C(=O)c3cccs3)=C(O)C(=O)N2CCCn2ccnc2)c1OC (stereo not given)	84
COc1ccc(C)cc1S(=O)(=O)Nc1cccc(SC)c1	96
CCS(=O)(=O)NCC(c1cccnc1)N1CCN(c2ccc(F)cc2)CC1 (stereo not given)	83
CCC1(CC)Nc2ccccc2C(=O)N1c1ccc(NC(C)=O)cc1	90
Cc1ccc(NC(=O)c2cc(C)on2)cc1	82
CSc1ccc(-c2nnn(Cc3ccc(C)cc3)n2)cc1	98
c1csc(-c2nn3c(C4CCCCC4)nnc3s2)c1	124
CCCc1cc(C(N)=O)c(NC(=O)C2CCCO2)s1 (stereo not given)	81
O=C(NCc1ccccn1)c1c(O)c2c([nH]c1=O)CCCC2	110
O=C(NC1CCCCC1)c1ccc(S(=O)(=O)N2CCOCC2)cc1	104
O=C(Nc1ccc(NC(=O)C2CC2)nc1)c1ccco1	103
Cc1cc(C)n(C(=O)CNC(=O)c2cccs2)n1	119
Cc1ccc(C(C)C)c(Oc2nnnn2-c2ccccc2)c1	100
COc1ccc(OC)c(S(=O)(=O)N2c3cc(F)ccc3CCC2C)c1 (stereo not given)	80
Cc1ccccc1N1C(=O)c2cccc3c(N(C)CCO)ccc(c23)C1=O	96
CCOC(=O)c1c(N)sc(=S)c2c1CCC2	82
COc1ccc(N/C(=N\c2nc(C)cc(C)n2)NC(=O)C(C)C)cc1OC	77
CC1CCN(S(=O)(=O)c2ccc(Br)s2)CC1	81
COc1ccc(CNC(=O)CSc2nnnn2Cc2ccccc2)cc1	131
COc1ccc(OC)c(Nc2nc(-c3cccs3)cs2)c1	93
O=C(O)CCC(=O)N1CCN(c2nc3ccccc3s2)CC1	91
COCCn1c(CN2CCN(c3ccc(OC)cc3)CC2)nc2c1c(=O)n(C)c(=O)n2C	87
N#Cc1c(NC(=O)CCC(=O)O)sc2c1CCCC2	90
CC1CN(C(=O)Cn2cnc3c2c(=O)n(C)c(=O)n3C)CC(C)O1 (stereo not given)	87
COc1ccc(N2C(=O)CCC(C(=O)N3CCC(C(N)=O)CC3)C2c2ccc(F)cc2)cc1 (stereo not given)	97
CCCCOc1ccc(CN(C)c2ncnc(N)n2)cc1	109
CCOC(=O)Cc1csc(NC(=O)c2ccc3c(c2)OCO3)n1	108
Cc1[nH]c2ccc(-c3nnc(SCC(=O)N4CCCc5ccccc54)o3)cc2c1C	74
COc1ccc(N(CC(O)CN2CCCCC2)S(=O)(=O)c2ccc(C)cc2)cc1 (stereo not given)	78
CC(C)(C)n1ncc2c(=O)n(CC(=O)N3CCc4ccccc43)cnc21	75
CC(C)C(c1nnnn1Cc1ccccc1)N(CCCO)Cc1cc2cc3c(cc2[nH]c1=O)OCO3 (stereo not given)	87
CCC(C)c1ccc(O)c(N)c1 (stereo not given)	82
Cc1c(N2C(=O)CSC23C(=O)Nc2ccccc23)c(=O)n(-c2ccccc2)n1C (stereo not given)	99
CCOC(=O)N1CCN(c2nc(C)cc(C(F)(F)F)n2)CC1	103
O=C(Oc1ccc2ccc(OC(=O)N3CCOCC3)cc2c1)N1CCOCC1	91
CCOC(=O)c1c(-c2ccc(OC)cc2)nc2nonc2c1N	95
Cc1ccc(OCCn2c(C)c(/C=N/n3cnnc3)c3ccccc32)cc1	91
O=C(CSc1nnc(-c2cccnc2)n1Cc1ccco1)c1ccc(Cl)c(Cl)c1	84
NC12CC3CC(C1)CC(O)(C3)C2	85
CC(=O)Nc1ccccc1NC(=O)C(F)(F)F	101
O=C(CCCCn1c(=O)c2ccccc2n(CC(=O)Nc2cccc(F)c2)c1=O)NCc1ccco1	75
COc1ccc(CNc2nc3ccccc3n2CCN2CCCCC2)c(OC)c1	63
CCCc1nc(SCC(=O)N2CCCC2)c2ccccc2n1	73
O=C(Nc1ccc2c(c1)oc1ccccc12)C1CC1	94
CCc1ccc2oc(-c3cc(N)cc(C)c3O)nc2c1	86
CC(C)c1nc(=S)n(-c2ccccc2)[nH]1	96
CC(=O)c1ccc(NC(=O)N2CCN(c3cccc(Cl)c3)CC2)cc1	83
CN1CCN(C2=C(Cl)C(=O)N(c3ccc(Cl)c(Cl)c3)C2=O)CC1	94
CN(c1ccccc1C(N)=O)S(=O)(=O)c1ccccc1	102

Next compounds.
SMILES	SK-BR-3 tox 24h
Cc1cc(Nc2ccccc2C(=O)O)nc2nc3ccccc3c(=O)n12	135
O=S(=O)(c1cccc(C(F)(F)F)c1)N1CCC(O)(c2cccnc2)CC1	84
CC(=O)N(CN1C(=O)c2ccccc2C1=O)c1cccc(C)c1	87
COc1ccccc1-c1n[nH]c(=S)n1-c1ccccc1	98
Cn1c(=O)n(C)c2cc(C(=O)c3ccccc3)ccc21	99
Cc1ccc(N2C(=O)CC(N3CCN(C4CCc5ccccc5C4)CC3)C2=O)cc1 (stereo not given)	95
COc1ccccc1N1C(=O)C2ON(c3ccccc3)C(c3ccc(N(C)C)cc3)C2C1=O (stereo not given)	85
Cc1nc(/N=C(\N)Nc2ccccc2)nc2ccccc12	109
CCn1c(SCC(=O)Nc2ccc(OC)c(OC)c2)nnc1-c1cccs1	86
Cn1c(=O)[nH]c(=O)c2c1nc(N1CCCC1)n2CCCSc1nc2ccccc2o1	85
COc1ccc(CCN2C(=O)c3[nH]nc(-c4ccccc4O)c3C2c2ccc(C)cc2)cc1OC (stereo not given)	78
O=C(CC(CC(=O)c1ccccc1)C(=O)O)c1ccccc1	117
COc1ccc(S(=O)(=O)N2CCN(Cc3c[nH]c4ccccc34)CC2)cc1	100
Nc1c2c(nc3ccn(-c4ccccc4)c(=O)c13)CCCCC2	89
COc1cccc(-c2nc(N3CC(C)CC(C)C3)c3ccccc3n2)c1O (stereo not given)	98
CC(=O)c1cc(-c2ccc(F)cc2)n(CC(=O)NCc2cccs2)c1C	84
CCCCC[C@H](O)/C=C/[C@@H]1[C@@H](CCCCCCC(=O)O)[C@@H](O)C[C@H]1O	103
CCCCN(C(=O)Cn1nnc2ccccc21)C(C(=O)NCCOC)c1ccc(OC)cc1OC (stereo not given)	80
O=[n+]1cc(-c2ccccc2)n([O-])c2c1CCC2	101
CC(=O)Nc1nonc1NC(C)=O	81
CC1CCN(C(c2ccc(N(C)C)cc2)c2nnnn2C(C)(C)C)CC1 (stereo not given)	107
O=C(O)c1ccccc1C1=Nc2ccc(O)cc2Oc2cc(O)ccc21	99
Cc1ccc2nc(-c3ccc(NC(=O)c4ccco4)cc3)[nH]c2c1	78
CCCOc1ccc(N2CC(C(=O)NC(C)C)CC2=O)cc1 (stereo not given)	84
COCCNC(=O)C(c1cccc(OC)c1)N(Cc1cccs1)C(=O)Cn1nnc2ccccc21 (stereo not given)	126
COC(=O)CSc1nnc(-c2ccc(NS(=O)(=O)c3ccccc3)cc2)o1	63
c1cc(-c2nc3ccccc3o2)nc(-c2nc3ccccc3o2)c1	89
COc1ccc(C(=O)NCCn2cc(SCC(=O)Nc3cc(C)on3)c3ccccc32)cc1OC	75
c1cc(-c2nc3cc(Oc4ccc5oc(-c6ccncc6)nc5c4)ccc3o2)ccn1	75
CCOC(=O)N1CCN(c2nc(C(F)(F)F)nc3c(C)cc(C)cc23)CC1	94
C[C@]12C[C@H](O)[C@H]3[C@@H](CCC4=CC(=O)CC[C@@]43C)[C@@H]1CC[C@@H]2C(=O)CO	88
CNC(=O)CN(c1cccc2ccccc12)S(C)(=O)=O	90
COc1cc([C@@H]2[C@H]3CNCC=C3C(C#N)=C(N)C2(C#N)C#N)ccc1OC(C)C	108
C/C(=N\O)c1c(C)c2ccccc2n1C	82
Oc1ccccc1Nc1nc(NCC2CCCO2)c2ccccc2n1 (stereo not given)	99
COc1cc(S(=O)(=O)N(Cc2cccs2)CC2CCCO2)ccc1-n1cnnn1 (stereo not given)	95
CCOC(=O)c1cc(OC(=O)c2cccnc2)n(-c2ccccc2)n1	84
Nn1c(SCC(=O)Nc2ccc(F)cc2F)nnc1-c1cccnc1	81
Cn1[nH]c(=O)c2ccccc2c1=O	59
COc1ccc(OCC(=O)Nc2ccccc2C(=O)N2CCCC2)cc1	71
CC(C)(C)NC(=O)CN(C(=O)C1CSC(=O)C1)c1ccc2c(c1)OCCO2 (stereo not given)	100
CCOC(=O)C1=C(C)NC(=O)NC1c1ccc(OCCO)c(OC)c1 (stereo not given)	102
Cc1nc(N2CCc3ccccc3C2)[nH]c(=O)c1CCC(C)C	78
O=c1c2c3nc4ccccc4nc3n(-c3ccc4c(c3)OCCO4)c2ncn1C1CCCC1	93
COCCN(CC(=O)Nc1ccccc1)S(=O)(=O)c1ccc(S(=O)(=O)N2CCCC2)cc1	98
COc1ccc(N2CCN(C(=O)Cn3nnc(-c4cccs4)n3)CC2)cc1	100
O=C(NCc1ccc(N2CCCC2=O)cc1)c1cn(CCc2ccccc2)nn1	93
COC(=O)Nc1nnc(Cc2ccc(OC)cc2)s1	93

Source: PubChem BioAssay (SRMLSC)
